High-throughput results (PubChem BioAssay)
D1 antagonist = Antagonist of Human D 1 Dopamine Receptor: qHTS; hit rate 3.2% among 360,000; activity change, negative = inhibition, % at 10 µM; HEK293 TREx D1 cells, calcium flux, dopamine EC80; stronger effect = lower value; D(1A) dopamine receptor (Homo sapiens), P21728; in the data active means activity change below about -30%; further: on the % scale 0 is the no-effect control and ±100 the full control effect
Target sequence (P21728 whole entry, looked up): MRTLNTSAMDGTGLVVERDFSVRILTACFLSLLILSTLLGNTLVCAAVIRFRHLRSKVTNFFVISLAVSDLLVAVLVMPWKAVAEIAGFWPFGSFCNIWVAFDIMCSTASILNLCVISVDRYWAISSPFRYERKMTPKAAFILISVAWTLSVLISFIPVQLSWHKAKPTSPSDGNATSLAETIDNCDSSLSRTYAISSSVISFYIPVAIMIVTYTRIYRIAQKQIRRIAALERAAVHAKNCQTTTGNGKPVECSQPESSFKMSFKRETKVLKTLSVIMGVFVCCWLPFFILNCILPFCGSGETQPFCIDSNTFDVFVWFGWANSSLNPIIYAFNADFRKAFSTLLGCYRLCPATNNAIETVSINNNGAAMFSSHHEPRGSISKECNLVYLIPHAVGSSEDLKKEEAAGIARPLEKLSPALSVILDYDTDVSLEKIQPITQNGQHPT
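Cells carrying a force-coupled, tetracycline-inducible human D1 receptor report calcium flux. Each well gets a 10 s baseline, compound with 180 s monitoring, then an EC80 dopamine stimulus with a second 180 s kinetic read.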
Anesthetic bind = qHTS Assay for Identification of Novel General Anesthetics | Ferritin light chain (Equus caballus), P02791 | apoferritin/1-aminoanthracene competitive binding, fluorescence | Potency, µM (highest dose often 77.5 µM), without a hit: top-dose activity change, negative = displacement, actives largely listed as inhibitors | hit rate 0.074% among 350,000; further: potency means the concentration at half of the fitted maximal effect; on the % scale 0 is the no-effect control and ±100 the full control effect; nearly all actives have a fitted effect of over 20% in size
Target sequence (P02791 2-175 limits assumed): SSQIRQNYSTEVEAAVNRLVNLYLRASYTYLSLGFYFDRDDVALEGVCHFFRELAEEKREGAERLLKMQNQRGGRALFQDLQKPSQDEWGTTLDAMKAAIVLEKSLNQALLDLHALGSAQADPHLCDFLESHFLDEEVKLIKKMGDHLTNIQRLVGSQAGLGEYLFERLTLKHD
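Concentration-response curves derived by four-parameter Hill fitting of normalized fluorescence, where compounds displaced 1-AMA from 10 uM horse apoferritin following a brief 10 min room-temperature incubation; propofol titration acted as positive control.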
TRHR ag = qHTS for Small Molecule Agonists and Allosteric Enhancers of Human TRH Receptor: Primary Screen for Agonists | TRHR cells, calcium flux fluo-8, FDSS agonist mode | activation, % at 2 µM | hit rate 0.18% among 360,000 | AID 493084, 2011; in the data active means activation above about 30%; further: 0% is about no effect
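Read-out: compound-evoked intracellular calcium rise in TRHR cells, fluo-8 dye, kinetic FDSS fluorescence at 1 s/cycle following a 10-cycle baseline. Cells cultured overnight before dye loading (30 min–1.5 h, RT).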
RXFP1 antag = qHTS Assay for Antagonists of the Relaxin Receptor RXFP1. Relaxin receptor 1 (Homo sapiens), Q9HBX9. HEK293-RXFP1, relaxin-stimulated cAMP HTRF, 30 min; stronger effect = lower value. activity change, negative = inhibition, % at 57.5 µM. hit rate 0.59% among 350,000;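 active means activity change of -60% or lower, but not beyond a set lower limit; inconclusive means change between -60% and -40%, or beyond the set limit; inactive means change above -40%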; further: on the % scale 0 is the no-effect control and ±100 the full control effect
D1 ag = Allosteric Agonists of the Human D1 Dopamine Receptor: qHTS; AID 504660, 2011; HEK293 T-REx D1 cells, calcium flux, agonist mode; activation, % at 2 µM; hit rate 1% among 360,000; in the data active means activation above about 30%; further: 0% is about no effect
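Tetracycline-induced HEK293 TREx D1 cells, force-coupled to calcium signalling, were dye-loaded with a no-wash calcium kit. Compound was pin-added after a 10 s baseline. Fluorescence was read kinetically at 1 cycle/s for 180 s, with calcium rises flagged as agonism.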
RXFP1 agonist = qHTS Assay for Agonists of the Relaxin Receptor RXFP1. hit rate 0.3% among 370,000. Potency, µM (top dose mostly 57.5 µM), without a hit: at the highest dose activation, usual class: activators. Relaxin receptor 1 (Homo sapiens), Q9HBX9. HEK293T-RXFP1 cAMP TR-FRET, 30 min; response scale: percent of porcine relaxin response, buffer zero; further: potency means the concentration at half of the fitted maximal effect; on the % scale 0 is the no-effect control and ±100 the full control effect; nearly all actives have a fitted effect of over 60% in size; many of its hits are not listed in these tables
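Agonist response is measured as cAMP accumulation in an RXFP1-transfected HEK293T line under PDE4 inhibition. Values are scaled between buffer-only and 29 nM porcine relaxin, and EC50s come from standard Hill equation fits.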
D2 potentiator = HTS Assay for Positive Allosteric Modulators of the Human D2 Dopamine Receptor: Primary Screen for Potentiators; AID 485347, 2010; hit rate 0.34% among 340,000; HEK293 T-REx D2, calcium flux, EC20 dopamine potentiation; potentiation, % at 10 µM; D(2) dopamine receptor (Homo sapiens), P14416;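 active means potentiation over 3 SD above the plate norm, cut at about 30% in these data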; further: 0% is about no effect
Target sequence (P14416 whole entry, looked up): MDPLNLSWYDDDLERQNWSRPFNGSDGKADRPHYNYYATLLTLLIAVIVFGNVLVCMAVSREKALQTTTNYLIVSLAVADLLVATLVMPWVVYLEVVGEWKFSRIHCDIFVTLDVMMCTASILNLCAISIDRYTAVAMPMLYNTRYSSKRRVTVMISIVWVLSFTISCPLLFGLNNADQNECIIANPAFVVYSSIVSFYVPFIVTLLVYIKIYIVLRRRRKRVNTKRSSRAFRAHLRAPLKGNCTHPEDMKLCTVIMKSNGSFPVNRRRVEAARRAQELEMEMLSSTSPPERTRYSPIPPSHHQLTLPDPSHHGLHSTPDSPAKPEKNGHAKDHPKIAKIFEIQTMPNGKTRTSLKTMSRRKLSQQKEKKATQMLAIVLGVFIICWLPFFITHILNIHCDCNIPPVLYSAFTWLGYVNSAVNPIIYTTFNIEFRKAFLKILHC
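Tetracycline-induced HEK293 T-REx cells force-coupled to calcium signalling expressed D2; compounds were pin-added after a 10 s baseline, read kinetically 180 s, then an EC20 dopamine challenge followed with a further 180 s calcium read.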
D1 potentiator = Potentiators of Human D1 Dopamine Receptor: qHTS | D(1A) dopamine receptor (Homo sapiens), P21728 | HEK293 TREx D1 cells, calcium flux, dopamine EC20 potentiation | potentiation, % at 10 µM | hit rate 0.036% among 360,000; in the data active means potentiation above about 30%; further: 0% is about no effect
TRHR enhancer = qHTS for Small Molecule Agonists and Allosteric Enhancers of Human TRH Receptor: Primary Screen for Enhancers; Thyrotropin-releasing hormone receptor (Homo sapiens), P34981; TRHR cells, fluo-8 calcium fluorescence, EC20 TRH enhancement; enhancement, % at 2 µM; hit rate 0.66% among 360,000; in the data active means enhancement above about 30%; further: 0% is about no effect
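TRHR-expressing cells loaded with fluo-8 calcium dye were read kinetically (ex 480/em 530) during compound addition, then stimulated with an EC20 of TRH (10 nM final). Enhancement of the Gq-mediated intracellular calcium response was scored.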
An asterisk follows results filed as active; ? = inconclusive; nt = no result given; & = joins results of further samples; [ ] = dose if it differs, or a comment. Unless noted, the call rests on the fitted dose curve; in most records, active means well fitted curve in the direction sought with a large enough effect; inconclusive means small, poorly fitted or top-dose-only effect, or another doubt; inactive means no such curve, though single readings can be large; an effect the other way counts as inactive or inconclusive. A portion of the library. The share of hits here may be higher or lower than overall.

SMILES	D1 antagonist	Anesthetic bind	TRHR ag	RXFP1 antag	D1 ag	RXFP1 agonist	D2 potentiator	D1 potentiator	TRHR enhancer
C=CCOc1ccc(/C=C/C(=O)OCC(=O)NCc2ccco2)cc1	-16	nt	0.9	8	6	0.2%	0	-5	1
COC(=O)CCS(=O)(=O)c1ccc(NC(C)=O)cc1	7	-8%	0.2	-11	2	17%	-3	-3	-2
O=C(CC1Nc2cccc3cccc(c23)NC1=O)Nc1ccc(F)cc1 (stereo not given)	7	?	0.5&2.3	-7&-7	0&6	-0.5%&-2.1%	3&-5	-4&0	1&4
CC(C)(C)NC(=O)NCC1CCCC1NC(=O)NC(C)(C)C (stereo not given)	-8	5%	-1.0	11	2	0.1%	nt	4	-8
Cc1ccc(NC(=O)c2cc(S(=O)(=O)N3CCCc4ccccc43)ccc2F)cc1F	-31*	?	3.5	-7	6	4.7%	10	-3	-9
CCOc1cccc2c1OC1(CCCCC1)N1N=C(c3cccnc3)CC21 (stereo not given)	-7	2%	0.9	0	3	1.2%	-1	-11	-4
O=C(CCCN1C(=O)c2cccnc2Oc2ccc(Cl)cc21)NCc1ccccc1F	19	2%	-0.5	-17	-2	0.5%	5	2	3
Cc1coc2c(C)c3oc(=O)c(CCC(=O)NCCc4ccc(Cl)cc4)c(C)c3cc12	9	-6%	-0.4	-9	1	-0.4%	0	0	0
COc1ccc(OCCN2C(=O)c3ccccc3C2=O)cc1	4	-12%	0.5	-23	2	0.1%	7	-3	29
O=C(COc1ccc(Cl)cc1)NC1CC1	-6	-2%	0.2	2	1	-0.3%	15	-8	-3
O=C(COc1ccccc1)Nc1ccc(S(=O)(=O)Nc2ncccn2)cc1	3	-9%	-0.6	5	4	1.7%	7	-7	9
CCC1CCCCN1C(=O)Cn1c(C(=O)OC)cc2ccsc21 (stereo not given)	-10	-14%	-1.0	8	-1	-2.9%	1	1	-4
CC(NC(=O)c1ccc2c(c1)N(Cc1ccc(Cl)cc1)C(=O)c1ccccc1S2(=O)=O)c1ccccc1 (stereo not given)	3	-5%	0.9	nt	5	2.9%	15	-3	0
O=C(CN1C(=O)C2C3C=CC(C3)C2C1=O)NCCc1ccccc1Cl (stereo not given)	-14	-10%	-0.4	12	3	-0.3%	-5	-6	-4
COc1cc(C(=O)Nc2ccn(C)n2)ccc1OC(F)F	-3	nt	0.0	-2	0	-0.7%	1	-8	-5
CC(C)OC(=O)NC(c1ccccc1)C(Cl)(Cl)Cl (stereo not given)	-19	?	0.2	-9	3	3.8%	-5	-11	-6
CC(C)OC(=O)c1ccc(N)cc1	-9	-8%	0.3	-11	2	-1.0%	9	-1	-3
Cc1cccc(C)c1NC(=O)CNC(=O)c1ccc(S(=O)(=O)NCc2ccco2)cc1	4	nt	0.0	2	0	0.2%	2	nt	-1
CCCCN(C)C1CCN(C(=S)Nc2cccc(SC)c2)CC1	-17	-11%	0.1	-18	1	0.4%	-7	-7	-2
C/C(=N\Nc1ccc(S(=O)(=O)N2CCCCC2)cn1)c1cccc(Br)c1	20	nt	-0.1	1	4	2.7%	-14	-2	4
COc1cc2c(C(=O)N3CCN(C)CC3)c(C)n(-c3ccccc3)c2cc1Br	-1	-13%	1.0	-7	3	0.0%	-12	-7	-12
COc1ccc(NC(=S)Nc2ccccn2)cc1	-19	-1%	0.4	-2	2	4.7%	-1	-4	4
COc1nc(C)nc(NC(=O)NS(=O)(=O)c2ccc(C)cc2)n1	-5	1%	-0.5	2	0	-0.5%	nt	-7	-1
Cc1ccc(C)c2[nH]c(=O)c(C(c3nnnn3C3CCCC3)N3CCOCC3)cc12 (stereo not given)	4	-6%	-0.8	5	0	0.4%	4	-3	-3
Cc1ccc(NC(=O)CN(C)C(=O)CSc2nc3ccccc3c(=O)n2CCO)cc1	2	nt	-0.2	-9	0	-0.7%	0	-2	11

Later entries
SMILES	D1 antagonist	Anesthetic bind	TRHR ag	RXFP1 antag	D1 ag	RXFP1 agonist	D2 potentiator	D1 potentiator	TRHR enhancer
NC(=O)C(=O)NN=C1CCC(c2ccccc2)CC1 (stereo not given)	-5	-10%	-0.5	nt	1	1.9%	8	-4	11
Cc1cccc(NC(=O)c2sc3nc(-c4ccccc4)cn3c2C)c1C	5	172%[activator]	0.3	0	6	0.0%	-15	-2	8
Cc1ccc(/C=N/NC(=O)CNC(=O)COc2ccc(Cl)cc2)o1	-3	-12%	-0.9	nt	5	4.4%	-8	2	-1
COc1ccc(S(=O)(=O)N2CCN(C(=O)COc3ccccc3)CC2)cc1	-2	-2%	-1.2	6	2	-2.1%	-1	1	0
COc1ccc(S(=O)(=O)NC2CC(C)(C)NC(C)(C)C2)cc1	10	-5%	0.3	3	6	0.1%	-6	-3	23
CC1Sc2ccc(S(=O)(=O)NCCc3ccc(Cl)cc3)cc2NC1=O (stereo not given)	-4	1%	0.6	-22	7	-1.5%	-1	-6	-5
Cn1c(=O)c2c(nc(Sc3ncnn3CC(=O)NC(C)(C)C)n2C)n(C)c1=O	22	8%	0.1	4	4	?	9	-2	-2
COc1cccc(-c2nnc3n2N=C(c2cc(OC)ccc2OC)CS3)c1	-5	-11%&-16%	0.6	-3	-1	-1.7%	24	-1	8
OCCNc1nc(-c2ccccc2)c2ccccc2n1	12	152%[activator]	-0.2	nt	2	0.5%	8	2	3
O=C(Oc1ccccc1C(=O)Nc1ccccc1)c1ccc(Br)c([N+](=O)[O-])c1	-11	0%	0.0	?	3	-1.0%	-15	-2	-6
COc1ccc([N+](=O)[O-])cc1NS(=O)(=O)c1ccccc1	2	5%	-0.5	4	10	2.3%	-2	-2	4
CCCCn1c(N)c(N(CCC(C)C)C(=O)C(C)N2C(=O)c3ccccc3C2=O)c(=O)[nH]c1=O (stereo not given)	4	nt	0.2	-3	7	-1.7%	6	-3	1
N#CC1=C(N)C(C#N)(C#N)C(c2ccncc2)C2CN(C(=O)OCc3ccccc3)CC=C12 (stereo not given)	-1	3%	1.0	-19	-2	-1.0%	17	-8	1
CC(C)(C)c1nnc(NS(=O)(=O)c2cc(Cl)ccc2Cl)s1	10	?	-0.6	0	2	2.5%	-1	-8	4
Cc1nc2cc(C(=O)NC3CCCCCC3)ccc2n1-c1ccc(Br)cc1	-3	4%	0.5	-18	1	-0.6%	-12	7	10
O=C(/C(=C(\O)c1ccccc1)c1nc2ccccc2[nH]1)c1ccccc1	-14	-5%	0.0	-2	1	6.0%	1	-6	-9
O=S(=O)(NCCCc1ccccc1)c1ccc(F)c(F)c1	-22	?	-0.1	-3	0	-0.2%	6	-4	2
Cc1ccc2c(c1)N(CC(=O)NC1CCCc3ccccc31)C(=O)CO2 (stereo not given)	1	-4%	1.0	-14	2	-3.2%	-7	-1	-3
Cc1ccc(C(=O)Nc2sc(C)c(-c3ccccc3)c2C(N)=O)cc1[N+](=O)[O-]	-4	-13%	0.4	-7	2	-1.3%	4	2	-15
O=C(O)c1nc(-c2ccccc2)n(-c2cccc(C(F)(F)F)c2)n1	-11	-1%	4.5	5	4	-3.1%	44*	3	9
CC1CCN(C(=O)C2CCCN(S(=O)(=O)c3ccc4c(c3)CC(C)N4C(=O)C3CC3)C2)CC1 (stereo not given)	-2	?	-2.1	nt	1	-1.6%	7	-4	7
Cc1cc(C)c2nc(Cl)c(CN(Cc3ccco3)C(=O)Nc3ccccc3C)cc2c1	2	-5%	0.2	-7	11	5.9%	9	-3	3
N=C1/C(=C\c2ccc(-c3cccc(Cl)c3)o2)C(=O)N=C2SC=C(c3ccccc3)N12	5	-15%	1.0	?	0	0.1%	-5	5	2
CCc1ccc(OCC(=O)NNC(=O)C2CCC2)cc1	1	nt	-0.1	-3	3	0.4%	8	-5	5
O=c1[nH]c(=O)n(Cc2ccco2)c2c1C(C(F)(F)F)(C(F)(F)F)N=C(CCc1ccccc1)N2	-29	-17%	0.3	-10	27	3.6%	19	-2	3

Other structures.
SMILES	D1 antagonist	Anesthetic bind	TRHR ag	RXFP1 antag	D1 ag	RXFP1 agonist	D2 potentiator	D1 potentiator	TRHR enhancer
C#CCOc1ccc(/C=C2/C(=O)ON=C2C)cc1OCC	-5	6%	0.3	-2	4	14%	18	-4	16
O=C(CCC(=O)c1ccc(Cl)cc1)OCC(=O)c1ccccc1	-19	13µM*	0.3	-15	5	0.3%	10	-3	-1
COCCNC(=O)CN1C(=O)c2cccnc2Sc2ccccc21	4	-2%	-0.7	-7	1	-0.7%	11	-6	-3
CCC(NC(=O)c1ccccc1NC(=O)c1ccccc1)C(=O)O (stereo not given)	11	-9%	-1.0	-10	1	-0.6%	1	-3	7
Cc1oc2ccc(OC(=O)N3CCOCC3)cc2c1C(=O)OC(C)C	4	-17%	0.3	-2	1	3.4%	nt	1	-16
COc1ccc(/C=N/NC(=O)CC(=O)NCc2cccnc2)cc1[N+](=O)[O-]	-6	?	0.0	-2	2	5.7%	6	-4	-3
Cc1ccnc(NC(=S)NC(=O)c2ccco2)c1	-1	-11%	-0.4	-9	1	-0.1%	2	9	-1
CN1CCN(S(=O)(=O)c2ccc(-c3ccc(Cl)cc3)cc2)CC1	-29	3%	-0.7	-20	2	-0.5%	-8	-9	-10
CCN1CCSc2ccc(C(=O)NCc3cccc(F)c3)cc21	33&-4	99%[activator]	-1.0&-0.5	14&0	1&0	8.2%&6.5%	-15&8	-13&-4	-4&-2

Part of the list above with just D1 antagonist:
| SMILES | D1 antagonist |
| --- | --- |
| CCOc1cccc2c1OC1(CCCCC1)N1N=C(c3cccnc3)CC21 (stereo not given) | -7 |
| O=C(CCCN1C(=O)c2cccnc2Oc2ccc(Cl)cc21)NCc1ccccc1F | 19 |
| Cc1coc2c(C)c3oc(=O)c(CCC(=O)NCCc4ccc(Cl)cc4)c(C)c3cc12 | 9 |
| COc1ccc(OCCN2C(=O)c3ccccc3C2=O)cc1 | 4 |
